# GRIN3A LBD mod: binders of NR3A ligand-binding domain, primary screen, biophysical, differential scanning fluorimetry, uHTS | Tm shift relative to glycine control, % at 25 µM | Glutamate receptor ionotropic, NMDA 3A (GRIN3A) ligand-binding domain | NR3A LBD differential scanning fluorimetry, Tm shift; 0% = protein alone, 100% = glycine-bound protein | actives 2.5% (n = 340,000);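 active = melting temperature shift of at least 10% of the positive control shift, at one fixed dose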
# APJ agonist: agonists of human apelin receptor APJ, primary screen, CHO-K1 cells, PathHunter beta-arrestin, luminescence. P35414. 0% DMSO wells, 100% apelin. activation, % at 20 µM. actives 0.11% (n = 330,000);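 active = activation more than six SD over the plate average, tested at 20 µM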;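 also: 0% = DMSO alone and 100% = apelin-13 at 10 nM; some results filed as inactive read as strong as hits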
# Target sequence (P35414 whole entry, looked up): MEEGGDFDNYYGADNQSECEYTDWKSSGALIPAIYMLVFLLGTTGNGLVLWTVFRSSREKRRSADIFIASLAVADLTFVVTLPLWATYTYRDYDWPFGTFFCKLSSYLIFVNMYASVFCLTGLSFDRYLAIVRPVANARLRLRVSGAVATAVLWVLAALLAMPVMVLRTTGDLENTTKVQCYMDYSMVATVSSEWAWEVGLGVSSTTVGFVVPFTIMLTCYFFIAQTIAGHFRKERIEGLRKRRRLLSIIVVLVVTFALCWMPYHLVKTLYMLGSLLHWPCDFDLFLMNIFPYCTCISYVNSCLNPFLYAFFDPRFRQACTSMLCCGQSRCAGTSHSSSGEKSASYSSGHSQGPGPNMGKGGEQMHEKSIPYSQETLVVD
#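 system = engineered CHO-K1 APJ arrestin reporter cells | input = 1000 cells per well | timing = overnight seeding, 90 min compound at 25 °C, 1 h detection | measured by = enzyme-fragment complementation luminescence | read-out = beta-arrestin recruitment to APJ as agonist activity, luminescent signal | control set = negative DMSO alone, positive Apelin-13 at 10 nM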
# XBP1 UPR activ: activators of adaptive XBP1 UPR arm, primary screen, cell-based, CHO-XBP1 luciferase reporter, luminescence, uHTS; IRE1-XBP1 UPR activation; percent of tunicamycin response, DMSO as zero; AID 463104, 2010; activation, % at 20 µM; actives 0.33% (n = 330,000);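 active = versus positive control, 20 µM dose yields 30% or more activation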;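 also: 100% = tunicamycin at 10 µg/mL and 0% = DMSO only wells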
#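 Material – CHO cell line with stable XBP1 luciferase reporter · Buffer or medium – F12 plus 10% FBS · Compound – single point, 20 µM final compound, 1% DMSO · Schedule – 16-18 h cell attachment at 37 °C, then 6 h compound exposure · Signal – Steady-Glo luminescence read · Benchmarks – high control tunicamycin 10 µg/mL final, low control DMSO vehicle only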
# tim23-1 inh: growth inhibitors of tim23-1 mutant yeast, primary screen, luminescence, uHTS. actives 1.3% (n = 330,000). AID 463212, 2010. inhibition, % at 20 µM. S. cerevisiae tim23-1 growth, BacTiter-Glo luminescence, 24 h;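 active = growth inhibition of the mutant yeast at or above 50%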;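 also: temperature-sensitive mutant grown at 25 °C; plate controls were DMSO-treated mutant yeast for no effect and medium wells lacking yeast for full effect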
# Mdm2-MdmX inh: inhibitors of human Mdm2-MdmX association, primary screen, cell-based, luminescence, split luciferase, SaOS-2, uHTS; SaOS-2 split-luciferase Mdm2/MdmX complementation; Protein Mdm4 (Homo sapiens) + E3 ubiquitin-protein ligase Mdm2 (Homo sapiens), …; inhibition, % at 8 µM; actives 3% (n = 330,000);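 active = inhibition of at least 50% at 8 µM in the primary screen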
# NLRP3 yeast inh: NALP3 inflammasome inhibitors in reconstituted yeast, primary screen, luminescence, uHTS; Yeast reconstituted NLRP3/ASC/caspase-1, beta-gal luminescence, 24 h; inhibition, % at 10 µM; actives 0.39% (n = 330,000);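 active = inhibition of 50% or more; inactive = inhibition below 50%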;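 also: plate controls were induced DMSO wells for no effect and uninduced yeast grown without galactose for full effect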
# CHOP UPR activ: activators of apoptotic CHOP UPR arm, primary screen, cell-based, CHO-CHOP luciferase reporter, luminescence, uHTS; UPR activation; percent of tunicamycin response over DMSO baseline; activation, % at 10 µM; actives 0.34% (n = 330,000);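 active = at 10 µM dose, activation of 40% or more, normalized to positive control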;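 also: 100% = tunicamycin at 10 µg/mL and 0% = DMSO alone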
#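 Evaluation: % reporter activation, DMSO baseline versus tunicamycin full activation; System: CHO-CHOP luciferase reporter cell line; Input: 500 cells/well; Incubation: 6 h compound treatment, 37 °C; Measured by: Steady-Glo luciferase luminescence; Dosing: one dose, 10 µM in 0.5% DMSO; Buffer or medium: F12 medium, 10% FBS; Benchmarks: positive tunicamycin 10 µg/mL, negative DMSO alone.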
# tim10-1 inh: growth inhibitors of tim10-1 mutant yeast, primary screen, luminescence, uHTS; S. cerevisiae tim10-1 ts strain growth, BacTiter-Glo, 24 h; inhibition, % at 20 µM; AID 463190, 2010; actives 2.2% (n = 330,000);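 active = inhibition of at least 40%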;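 also: mutant grown at 25 °C; 0% = DMSO wells with yeast and 100% = wells holding no yeast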
# TIM10 inh: growth inhibitors of isogenic TIM10 control yeast, primary screen, counter-screen for tim10-1 yeast inhibitor project, luminescence, uHTS; S. cerevisiae TIM10 strain growth, BacTiter-Glo luminescence, 24 h; inhibition, % at 10 µM; actives 1.4% (n = 330,000); AID 463195, 2010;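 active = inhibition of 40% or more at the single tested concentration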;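 also: wild-type TIM10 isogenic control strain grown at permissive 25 °C; 0% = DMSO yeast wells and 100% = minimal medium wells without yeast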
# * hit, by the source's call. Compounds were not picked by outcome; overall some 8.2% were active at least once.
molecule	GRIN3A LBD mod	APJ agonist	XBP1 UPR activ	tim23-1 inh	Mdm2-MdmX inh	NLRP3 yeast inh	CHOP UPR activ	tim10-1 inh	TIM10 inh
O=C(c1cccnc1)N1CCN(S(=O)(=O)c2ccc(Cl)cc2)CC1	-1	0	-1	6	-24	-9	0.5	17	-31
COc1ccc(CCNC(=O)COC(=O)c2ccc(Br)o2)cc1	1	0	-1	7	9	11	-1.3	19	5
O=C(Nc1cccc(C(F)(F)F)c1)N(Cc1ccc(Cl)cc1)CC(O)C(F)(F)F (centres undefined)	8	0	1	44	67*	6	-0.5	47*	18
CN(C)CCC(=O)c1ccc(F)cc1	-1	-5	-1	14	-7	2	0.1	3	16
CC(NCc1ccco1)C(=O)N1CCc2ccccc2C1 (centres undefined)	0	2	-2	4	0	0	0.0	14	10
CCOC(=O)c1nnn(-c2nonc2N)c1CSc1ccc(C)cc1	0	-3	0	22	14	31	-1.5	22	-4
CCCn1cnnc1CNC(=O)C1CCC(=O)N(CCc2ccc(OC)cc2)C1 (centres undefined)	0	2	1	8	-24	7	-1.6	3	12
COC(=O)C1=C(C)NC(=O)C1(Nc1ccc(Cl)cn1)C(F)(F)F (centres undefined)	-2	-5	-1	17	4	11	-0.4	21	16
OCC[C@H]1C[C@H](O)[C@@H](O)[C@@]2(CCCO2)O1	0	-2	1	7	-2	3	-1.3	2	0
COc1ccc(N2CC(C(=O)N[C@@H](CC(C)C)C(=O)NC3CCCC3)CC2=O)cc1 (some centres undefined)	-3	-2	-3	2	5	11	-2.9	-1	-5
Cc1cccc(CNC(=O)c2ccc3c(c2)N(C)CCS3)c1	-3	-1	1	30	-13	21	1.1	22	0
CCN1CCN(C(CNS(=O)(=O)c2ccccc2)c2ccccc2)CC1 (centres undefined)	-2	3	-2	-9	-2	4	1.1	8	-14
Cc1ccc(C(=O)NCCc2c[nH]c3ccccc23)c(C)c1	-3	1	-7	22	-55	18	4.4	19	-9
CCOc1ccccc1C(=O)NCC(=O)Nc1ccc2c(c1)OCO2	0	-4	2	9	-4	-1	0.5	4	7
S=c1[nH]c(-c2ccccc2)cs1	2	1	-5	37	15	19	0.0	5	17
Cc1cc(C(=O)OCC(=O)N2C(C)CCCC2C)c(C)o1 (centres undefined)	1	-3	-2	11	0	-1	-0.9	8	11
Cc1nnsc1Sc1ccccn1	-2	-3	10	18	-16	17	-3.1	0	-2
O=C(Nc1c2c(nn1-c1ccccc1)CS(=O)(=O)C2)C1CCCC1	-1	-10	-2	-13	16	0	-0.8	-13	-5
O=C(CC1C(=O)NCCN1Cc1cccc(C(F)(F)F)c1)NCCc1cnccn1 (centres undefined)	2	1	-2	18	2	12	1.9	6	11
Cc1cccc(OCc2nnc(SCC(=O)O)n2Cc2ccccc2)c1	0	1	1	11	-16	0	-0.5	4	0
CCCC[N+](C)(C)CCC(=O)NC(C)(C)CS(=O)(=O)[O-]	-1	-2	-5	2	27	25	0.7	-7	1
COc1ccc(Cl)cc1NC(=O)CSC1=NN2CCCC(=O)N=C2S1	-1	5	-4	13	27	28	2.7	16	16
Cc1ccc2c(c1)Sc1c(ccc3ccccc13)N2	5	8	1	36	-65	14	3.7	30	38
COc1ccc(CN2CCN(c3ccc(F)cc3)CC2)c(OC)c1OC	-6	-2	-1	3	10	10	-1.3	16	-16
CSc1ncc(Cl)c(C(=O)Nc2cccc3ccccc23)n1	2	-1	4	-2	12	2	0.9	14	9
Cc1ccc(C(=O)Nc2cccc(-c3ccc(N4CCOCC4)nn3)c2)cc1[N+](=O)[O-]	-5	19	0	-3	6	11	3.1	1	-13
O=C(NCc1cccc(Cl)c1)c1cnn2c1NC(c1ccco1)CC2C(F)(F)F (centres undefined)	-8	-3	0	26	1	20	0.6	26	24
Cc1ccc(N2NC(=O)/C(=C/c3ccc(-c4ccc(Cl)c(C(=O)O)c4)o3)C2=O)cc1	-1	-4	-1	0	13	15	-0.8	-26	-23
O=C(COc1ccccc1)OCC(=O)c1ccc(O)cc1O	-14	-3	-1	1	4	8	0.0	-12	6
COc1ccc(CN2CCN(Cc3c[nH]c4ccccc34)CC2)cc1	0	-3	0	-5	-26	22	0.4	14	3
CC(C)CCCN1C(Nc2ccccc2)=NC[C@@H]1C	-1	-9	1	2	14	30	-0.3	-18	-2
Cn1c(CSc2nc3ccccc3s2)nnc1SCC(=O)NCCCN1CCOCC1	-1	-4	-1	5	1	9	-0.4	13	-9
COCCNC(=O)CCCn1c(=O)c2ccccc2n(Cc2ccccc2C#N)c1=O	1	-3	-1	7	-4	10	-0.2	4	11
COC(=O)COc1ccc(S(=O)(=O)Nc2ccccc2SC)cc1	-1	-1	6	19	32	-2	-0.8	17	6
CSc1nc2cc(C)nn2c(-c2ccccc2)c1C#N	-1	-4	-2	-4	-1	4	0.5	-14	-6
CCN1C(=O)/C(=C\c2nc3ccccc3c(=O)n2CC)c2ccccc21	1	4	4	56*	10	16	-0.2	55*	47*
COc1ccc(NC(=O)C(CC(C)C)NC(=O)C2CCC(C)CC2)cc1 (centres undefined)	0	-3	3	15	22	11	0.9	23	-6
Cc1cccc(N/C=C(\[N+](=O)[O-])S(=O)(=O)c2ccccc2)c1	-1	-2	-1	7	-3	4	1.1	12	8
Cc1ccccc1S(=O)(=O)Nc1nc2ccccc2nc1Cl	1	-1	-3	6	21	12	-0.4	21	15
O=C(NC1CCCC1)c1ccc(Cl)s1	3	2	-5	6	1	10	0.5	-16	-11
CCOC(=O)C1=C(C)N=c2s/c(=C\c3cccn3C)c(=O)n2C1c1cccc(OC)c1OC (centres undefined)	-1	-5	-1	9	28	30	-5.0	20	28
COC(=O)Cc1ccc(NC(=S)NCc2ccc(Cl)cc2)cc1	-6	-3	-1	32	17	18	1.2	20	28
Cc1ccc2occ(-c3nn[nH]n3)c(=O)c2c1	4	-3	0	5	0	17	1.6	5	7
Cc1ccc(C)c(Cn2nc3c4ccccc4n(Cc4ccccc4)cc-3c2=O)c1	2	0	3	-2	13	2	-0.7	0	1
CC(=O)Nc1ccc2nc(-c3cccs3)[nH]c2c1	8	1	-1	3	-11	2	2.1	-11	-3
COCCNc1c(-c2ccc(O)cc2)nc2ccc(Cl)cn12	-5	4	1	19	-14	20	1.4	22	6
CCCCC1=CC2=C(c3ccco3)C(=O)C(C)(OC(=O)c3ccc(OC)cc3)C(=O)C2=CN1Cc1ccc2c(c1)OCO2 (centres undefined)	-2	5	6	12	16	5	3.9	4	-5
O=C(CN1C(=O)NC2(CCCC2)C1=O)NCc1cccc(Cl)c1	-2	-4	-4	-6	14	9	1.0	-6	-14
CC(C)Cn1c2c(c(=O)[nH]c1=O)C(C(F)(F)F)(C(F)(F)F)N=C(CCC1CCCCC1)N2	-3	8	33*	-5	52*	4	12	15	12
COc1nc(NCc2cccnc2)nc(OC)n1	-1	-4	-1	1	-6	16	-1.0	0	-7
Cc1ccc(C)c(N(CC(=O)N(C)C)S(C)(=O)=O)c1	-1	-7	-1	3	15	9	1.1	11	3
CCn1c(SCC(=O)NCC2CCCO2)nnc1-c1ccc(Cl)cc1 (centres undefined)	-2	-1	-2	3	29	1	2.5	-10	0
CC(Sc1nnc(N)s1)C(=O)Nc1ccc(N2CCOCC2)cc1 (centres undefined)	-2	2	-1	7	24	10	-2.8	-2	-27
Fc1ccc(CNc2ncccn2)cc1	-2	-3	0	27	20	24	1.5	6	-1
CCN1C(=C2C(=O)c3ccccc3C2=O)C=Cc2ccccc21	0	-3	4	21	4	14	0.8	11	2
COc1ccc(Nc2nc(NCc3ccco3)nc(N/N=C/c3ccc(O)cc3)n2)cc1	19*	1	1	22	-4	14	4.2	26	24

# A different layout for part of the listing above.
# Every second line gives: GRIN3A LBD mod	APJ agonist	XBP1 UPR activ	tim23-1 inh	Mdm2-MdmX inh	NLRP3 yeast inh	CHOP UPR activ	tim10-1 inh	TIM10 inh
- O=C(c1cccnc1)N1CCN(S(=O)(=O)c2ccc(Cl)cc2)CC1
→ -1	0	-1	6	-24	-9	0.5	17	-31
- COc1ccc(CCNC(=O)COC(=O)c2ccc(Br)o2)cc1
→ 1	0	-1	7	9	11	-1.3	19	5
- O=C(Nc1cccc(C(F)(F)F)c1)N(Cc1ccc(Cl)cc1)CC(O)C(F)(F)F (centres undefined)
→ 8	0	1	44	67*	6	-0.5	47*	18
- CN(C)CCC(=O)c1ccc(F)cc1
→ -1	-5	-1	14	-7	2	0.1	3	16
- CC(NCc1ccco1)C(=O)N1CCc2ccccc2C1 (centres undefined)
→ 0	2	-2	4	0	0	0.0	14	10
- CCOC(=O)c1nnn(-c2nonc2N)c1CSc1ccc(C)cc1
→ 0	-3	0	22	14	31	-1.5	22	-4
- CCCn1cnnc1CNC(=O)C1CCC(=O)N(CCc2ccc(OC)cc2)C1 (centres undefined)
→ 0	2	1	8	-24	7	-1.6	3	12
- COC(=O)C1=C(C)NC(=O)C1(Nc1ccc(Cl)cn1)C(F)(F)F (centres undefined)
→ -2	-5	-1	17	4	11	-0.4	21	16
- OCC[C@H]1C[C@H](O)[C@@H](O)[C@@]2(CCCO2)O1
→ 0	-2	1	7	-2	3	-1.3	2	0
- COc1ccc(N2CC(C(=O)N[C@@H](CC(C)C)C(=O)NC3CCCC3)CC2=O)cc1 (some centres undefined)
→ -3	-2	-3	2	5	11	-2.9	-1	-5
- Cc1cccc(CNC(=O)c2ccc3c(c2)N(C)CCS3)c1
→ -3	-1	1	30	-13	21	1.1	22	0
- CCN1CCN(C(CNS(=O)(=O)c2ccccc2)c2ccccc2)CC1 (centres undefined)
→ -2	3	-2	-9	-2	4	1.1	8	-14

# Assay outcomes (PubChem)
